Screening results deposited in PubChem BioAssay by several laboratories.
ssDAF-12 act – S. stercoralis DAF-12 activation, primary screen. HEK293 ssDAF-12/GRIP1 lit1-tk-luc reporter, luminescence; % of 3 µM dafachronic acid response. activation, % at 6.8 µM. hit rate 1% among 370,000;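 active = activation above the mean over all tested compounds plus 3 SD, cut at about 0.9% in these data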;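 note: 0% = DMSO-only wells and 100% = 3 µM delta7-dafachronic acid wells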
NPR2 activator – GC-B (human) receptor activation; P20594; HEK293-GC-B cells, CNP EC30, cGMP TR-FRET; 0% at EC30 CNP, 100% saturating CNP; activation, % at 10 µM; hit rate 0.11% among 370,000;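 active = activation at 10 µM reaching about 35% in either raw or pattern-adjusted values, limit read from the data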
DAX1 inh-1 – inhibitors of DAX1 repression of SF-1 activated StAR promoter; HEK293T StAR-luciferase reporter, SF-1/DAX-1 repression relief; inhibition, % at 6.8 µM; hit rate 1.1% among 370,000; AID 652010;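 active = inhibition above the mean over all tested compounds plus 3 SD, cut at about 3.6% in these data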;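 note: 0% = DAX-1 cells with DMSO and 100% = cells lacking DAX-1 with DMSO; higher inhibition means more luminescence from relief of DAX-1 repression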
hgDAF12 agonist – agonists of H. glycines DAF-12 nuclear receptor. HEK293 GAL4-hgDAF12 UAS-luciferase reporter, agonist luminescence; normalized to butyrate control. activation, % at 6.8 µM. hit rate 1.8% among 370,000. AID 687014;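 active = activation above a cutoff set at the mean of all screened compounds plus 3 SD, cut at about 10% in these data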;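 note: 0% = DMSO wells and 100% = sodium butyrate wells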
hcDAF-12 act – H. contortus DAF-12 activation, primary screen | HEK293 hcDAF-12 lit1-tk-luc reporter, luminescence; 0% DMSO, 100% Δ7-dafachronic acid | activation, % at 6.8 µM | hit rate 1.4% among 370,000;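 active = activation above the mean of all tested compounds plus 3 SD, cut at about 5.5% in these data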;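 note: 100% = response to 3 µM Δ7-dafachronic acid high control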
proKLK7 act – activators of human kallikrein-7 zymogen | P49862 | purified proKLK7, EDANS-DABCYL substrate fluorescence; 100% is mature enzyme control, 0% vehicle | activation, % at 7 µM | hit rate 0.9% among 370,000;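 active = activation above the mean of all tested compounds plus 3 SD, computed per campaign excluding outliers beyond control limits, cut at about 13% in these data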
HGIII-sPLA2 inh – Inhibits HGIII-sPLA2 liposome hydrolysis, primary screen | QFRET BODIPY PC-A2 liposome hydrolysis, fluorescence | hit rate 0.56% among 370,000 | inhibition, % at 12.2 µM | Q9NZ20;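 active = inhibition above mean plus 3 SD of compounds lying within the high and low control bounds, cut at about 19% in these data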;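 note: 0% = median of test compound wells and 100% = no enzyme DMSO wells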
DAX1 inh-2 – inhibitors of human orphan nuclear receptor DAX1 (NR0B1) | P51843 | HEK293 Gal4-DAX1 luciferase reporter, luminescence | inhibition, % at 6.75 µM | hit rate 0.99% among 340,000 | AID 504766;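 active = inhibition above the mean over all tested compounds plus 3 SD, cut at about 4.2% in these data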;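 note: 0% = DAX1-transfected cells with DMSO and 100% = empty-vector control cells with DMSO; inhibition shows as a rise in luminescence from relieved DAX1 repression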
GAA850 FXN act – frataxin GAA850 promoter activation; activation, % at 6 µM; HEK293 lucGAA850 FXN promoter luciferase reporter, 24 h; percent of 10 µM SAHA response; hit rate 0.56% among 360,000; AID 540364;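 active = activation above the average of all compounds screened plus 3 SD, cutoff fixed separately per campaign, cut at about 7.5% in these data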;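 note: 0% = DMSO wells and 100% = 10 µM SAHA wells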
SMARCA2 activ – increases SMARCA2 function in MMTV reporter cells. MG213 cells, MMTV-luciferase reporter, dexamethasone, overnight. activation, % at 9.1 µM. hit rate 1% among 370,000. AID 652017; in the data active = activation above about 7.8%;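 note: 0% = vehicle wells and 100% = reference activator wells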
NPR1 activator – GC-A (human) enzyme activation; HEK293 GC-A cells, cGMP TR-FRET, EC30 ANP; 0% at EC30 ANP, 100% saturating ANP; P16066; hit rate 0.14% among 370,000; activation, % at 10 µM; in the data active = activation above about 40%
Target sequence (P16066 whole entry, looked up): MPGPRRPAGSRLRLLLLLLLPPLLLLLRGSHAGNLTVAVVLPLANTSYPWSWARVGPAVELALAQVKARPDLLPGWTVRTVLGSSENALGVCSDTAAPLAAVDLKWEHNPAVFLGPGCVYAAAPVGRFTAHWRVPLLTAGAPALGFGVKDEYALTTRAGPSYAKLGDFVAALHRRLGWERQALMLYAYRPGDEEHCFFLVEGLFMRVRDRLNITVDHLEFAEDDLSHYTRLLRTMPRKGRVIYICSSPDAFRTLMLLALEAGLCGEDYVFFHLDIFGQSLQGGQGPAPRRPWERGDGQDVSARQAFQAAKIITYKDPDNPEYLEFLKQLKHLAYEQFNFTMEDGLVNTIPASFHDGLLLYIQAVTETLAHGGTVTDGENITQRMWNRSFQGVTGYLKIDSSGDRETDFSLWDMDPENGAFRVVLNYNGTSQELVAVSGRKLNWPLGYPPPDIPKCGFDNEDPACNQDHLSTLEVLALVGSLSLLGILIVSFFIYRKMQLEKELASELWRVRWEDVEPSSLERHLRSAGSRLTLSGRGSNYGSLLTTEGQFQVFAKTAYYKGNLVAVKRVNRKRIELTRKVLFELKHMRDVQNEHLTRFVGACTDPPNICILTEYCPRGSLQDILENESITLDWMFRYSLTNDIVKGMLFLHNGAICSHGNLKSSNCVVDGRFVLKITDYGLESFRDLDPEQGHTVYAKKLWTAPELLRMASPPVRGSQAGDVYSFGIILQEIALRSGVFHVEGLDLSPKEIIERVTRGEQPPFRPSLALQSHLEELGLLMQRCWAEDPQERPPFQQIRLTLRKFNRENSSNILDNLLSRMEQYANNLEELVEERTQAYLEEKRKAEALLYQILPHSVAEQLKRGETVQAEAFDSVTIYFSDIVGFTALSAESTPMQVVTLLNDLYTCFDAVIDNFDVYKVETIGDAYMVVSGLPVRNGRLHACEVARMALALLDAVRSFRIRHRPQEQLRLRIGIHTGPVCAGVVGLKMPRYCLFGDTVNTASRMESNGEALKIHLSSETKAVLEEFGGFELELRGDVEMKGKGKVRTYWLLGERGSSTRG
Numbers without * were called inactive; · = no result given.

canonical_smiles,ssDAF-12 act,NPR2 activator,DAX1 inh-1,hgDAF12 agonist,hcDAF-12 act,proKLK7 act,HGIII-sPLA2 inh,DAX1 inh-2,GAA850 FXN act,SMARCA2 activ,NPR1 activator
O=C(OCC#CCSc1nnc(-c2ccc(Cl)cc2)o1)c1ccc(F)cc1,-1.4,-9,·,2.8,-0.3,·,3,·,·,·,-4
COc1ccc(C(c2nnnn2C(C)(C)C)N2CCN(c3nc4ccccc4s3)CC2)cc1OC (stereo not given),-0.7,9,-0.9,-1.2,-0.9,0.1,2,1.8,-1.1,1,2
Cc1cccc(-n2c(C)cc(C=C(C#N)C#N)c2C)c1,-1.0,-3,0.1,-0.4,-0.7,0.3,-2,0.3,-0.9,1,-1
COc1ccc(S(=O)(=O)N(C)C[C@H]2Oc3c(NC(=O)Cc4ccccc4)cccc3C(=O)N([C@H](C)CO)C[C@@H]2C)cc1,-1.0,2,-0.6,-2.3,0.1,0.3,-10,-0.4,-1.4,0,0
Cc1cc2nc(CCN(C(=S)NCC3CCCO3)C3CCCC3)[nH]c2cc1C (stereo not given),-1.3,-1,-0.4,-1.7,-0.6,-0.5,10,-0.1,0.0,0,3
O=C1N(CCCN2C(=O)C3(OCCO3)c3ccccc32)c2ccccc2C12OCCO2,-1.1,-4,-0.2,-0.3,1.4,-0.1,-7,-1.0,-1.4,-4,-5
Cc1cccc(C(=O)c2ccccc2C(=O)O)c1O,-1.2,4,0.0,0.9,-1.2,0.0,-2,0.0,0.8,2,0
CN(C)C(=O)CCc1ccc2c3c([nH]c2c1)[C@]1(C)[C@@H](C(=O)N2CCOCC2)C[C@H](CC(=O)NCCC2=CCCCC2)C(=O)N1CC3,-0.7,2,-1.0,-2.6,1.3,0.6,2,-0.3,-1.0,-1,2
Cc1ncsc1CCOC(=O)C1C2CC3CC(C2)CC1C3 (stereo not given),-1.1,4,0.1,-2.4,-2.0,0.2,-2,0.4,1.3,-1,2
O=C(O)CCCC(=O)Nc1ccc(C(=O)N2CCCCC2)c(Cl)c1,-0.9,5,0.4,-0.5,-0.4,0.3,8,1.9,-1.6,-3,1
O=C(Cn1c(=O)oc2cc(S(=O)(=O)N3CCCCCC3)ccc21)NC1CCCCC1,-1.6,8,0.5,0.1,-2.0,-0.4,5,-0.7,0.2,-2,12
O=[N+]([O-])c1cc([N+](=O)[O-])c(Oc2cncc(Cl)c2)cc1NC1CCCCCCC1,-1.3,-2,-0.5,1.2,-1.4,0.1,5,1.2,-0.9,-1,7
Cc1cc(=O)oc2cc(OCC(=O)NCc3ccncc3)ccc12,-1.4,2,-0.5,2.9,-0.4,-0.2,5,2.2,0.3,-3,-9
CC(C)OC(=O)CC(=O)CSc1nc2c(cc1C#N)CCC2,-0.6,7,-0.3,1.6,-0.2,22*,6,-0.3,-0.7,-1,7
COc1ccc(-c2cc(COc3ccccc3)on2)cc1,0.1,1,1.5,9.0,0.7,0.7,-11,1.5,5.8,8.4*,-1
COc1ccc(C(=O)NCCc2c[nH]c3ccccc23)cc1[N+](=O)[O-],-0.6,-3,-0.9,1.1,1.3,0.2,-45,-1.1,-0.7,2,2
O=C(NCC(=O)N1CCN(S(=O)(=O)c2ccccc2)CC1)c1ccc(Br)o1,-1.0,-9,-0.9,1.3,0.2,-0.3,5,0.9,2.0,-1,-2
O=C(NC1CCN(S(=O)(=O)c2ccccc2)CC1)C1CCCCC1,-1.1,-2,0.0,-1.4,-3.8,0.1,0,1.8,-0.3,4,-4
Cc1ccc2cc(C)c(SCC(=O)Nc3ccc(S(=O)(=O)N4CCCC4)cc3)nc2c1,-1.8,0,-0.3,-1.7,-2.7,-0.7,-4,-0.6,0.3,-3,-4
COc1cc(NC(=S)N2CCC(C(N)=O)CC2)cc(OC)c1,-1.3,3,-0.2,1.1,1.9,0.1,4,0.6,0.4,2,2
C#CC1(NC(=O)NC(=O)c2c(F)cccc2F)CCCCC1,-1.1,-1,-0.4,-0.7,-1.3,-0.1,-5,0.9,0.9,-4,1
N#Cc1cccc(OC[C@@H](O)CN2CCC(C(O)(c3ccccc3)c3ccccc3)CC2)c1,-1.4,-15,0.9,0.5,-1.8,0.8,-10,·,·,2,-18
CC(C)(C)CC(=O)Nc1cc(S(=O)(=O)N2CCCCCC2)ccc1Cl,-1.4,9,-0.3,2.6,-1.1,-0.1,7,0.8,3.5,-5,-1
C/C(=N\NC(=O)c1ccncc1)c1cccnc1,-1.5,5,1.6,3.6,-1.0,-0.1,6,0.3,2.2,1,5
COC(=O)CN(c1cc([N+](=O)[O-])ccc1OC)S(C)(=O)=O,-0.9,6,-0.3,5.0,-1.9,0.3,3,-0.2,2.6,-1,1
Cc1ccc(F)c(S(=O)(=O)NC(=O)C2(C)CCN2C(=O)Cc2ccccc2)c1 (stereo not given),-1.2,0,-0.8,-2.0,-2.5,-0.4,7,·,-0.3,-6,2
S=c1[nH]nc(COc2cccc3ccccc23)n1Cc1ccccc1,-0.6,2,0.1,0.3,-0.5,0.0,-12,1.6,2.3,-3,1
CSc1ccc(/C=C(\NC(=O)c2ccccc2)C(=O)NN)cc1,-0.3,3,-0.5,2.3,-1.4,-2.2,-4,1.0,-0.9,-5,0
CCc1nnc(NC(=O)CN2CCN(c3ccccc3OC)CC2)s1,-0.8,3,-0.2,-0.7,-1.9,-0.2,1,-0.1,0.0,-1,5
Cc1n[nH]c(C)c1S(=O)(=O)N(CC(=O)NC1CCCC1)c1ccc(C(C)C)cc1,-1.7,-4,-0.9,-2.2,-2.3,0.4,-1,-2.9,8.2*,-2,-7
Cc1cc(C)cc(NC(=O)N2CCNC(=O)C2CC(=O)Nc2cc(Cl)ccc2Cl)c1 (stereo not given),-1.0,-4,1.8,-0.3,-0.6,-0.2,-12,1.0,3.5,0,1
CCN(Cc1ccc(NC(C)=O)cc1)CC1CCCN(CCc2cccc(F)c2)C1 (stereo not given),-0.8,-2,0.5,0.0,-1.2,-0.5,-8,0.5,-1.1,4,-2
Cc1cc(C)n2nc(SCC(=O)c3cccs3)nc2n1,-1.0,-2,-0.2,-1.4,-0.6,-0.4,-6,-0.4,-0.9,-3,3
COc1cccc(CN(C)CC(=O)NCc2ccccc2Cl)c1,-1.8,-4,0.0,0.9,-1.8,-0.3,3,0.6,2.0,-2,-3
CCc1cc2c(nc1CC)CCCN2S(=O)(=O)c1c(C)noc1C,-1.3,1,0.3,1.2,0.5,-0.1,8,·,·,-4,-2
CCCCNC(=O)NS(=O)(=O)c1ccc(NC(=O)CCC(=O)c2cccs2)cc1,-0.6,8,0.0,1.5,-2.5,0.0,-6,-0.2,-0.4,-2,0
NC(=O)c1ccccc1NC(=O)COC(=O)CSCc1cccc(Cl)c1,-0.4,-5,1.1,1.3,-0.2,-0.6,-3,0.1,0.7,-1,-3
COc1ccc(NC(=O)CN(C)C(=O)c2cc3c(s2)CCCCC3)cc1,-1.3,0,1.0,1.6,-1.0,0.0,-5,-0.6,-1.0,-2,1
CN1CCOCCOc2ccccc2OCCOCC1,-1.5,5,0.0,0.6,-0.9,-0.5,4,-0.4,0.7,-1,1
CCCn1c2ccc(C)cc2c2n[nH]c(=S)nc21,-0.8,-2,-0.4,1.5,0.7,0.1,-4,0.8,3.4,2,1
O=C(CSc1ccc([N+](=O)[O-])cc1)Nc1ccccc1N1CCOCC1,-1.7,-7,-4.2,-0.2,-0.7,-0.6,3,-0.9,-0.6,-2,-3
COc1ccc(OC)c(NC(=O)NC2CCCc3ccccc32)c1 (stereo not given),-1.5,5,-0.5,-3.0,-1.4,-0.5,6,-0.2,0.6,-2,16
CCOc1ccc(/C=N/NC(=O)c2cc3c(OC)cc(OC)c(OC)c3[nH]2)cc1,-1.7,-1,-1.6,-2.2,-2.1,-0.9,-12,-2.5,-1.7,-1,17
O=S(=O)(Cc1ccccc1)NC1c2ccccc2Oc2ccccc21,-2.0,-6,-1.8,-6.3,-1.2,0.4,4,0.1,0.2,-1,-6
COc1ccc(CCCNC(=O)C2Cc3c(-c4cccc(NC(C)=O)c4)ccnc3O2)cc1 (stereo not given),-2.0,4,-3.9,-1.9,-3.3,0.9,-4,·,-4.2,-9,-4
O=C(O)c1cnn(-c2nc(-c3cccc([N+](=O)[O-])c3)cs2)c1C(F)(F)F,0.3,3,0.1,2.6,-1.2,0.1,-2,-1.0,-1.8,-1,0
COC(=O)c1ccccc1NC(=O)CSc1ccc(C)cc1,-0.8,-4,0.4,-0.5,-1.6,0.8,-9,-0.8,-1.1,0,-2
CCCc1[nH]n(-c2ccc(F)cc2)c(=O)c1C=NCC1CCCO1 (stereo not given),-1.5,-1,-0.8,1.0,0.3,0.6,-2,-0.2,2.0,0,0
COc1cc(C(=O)C(=O)N2CCC(Cc3ccccc3)CC2)cc2ccccc12,-1.4,9,-0.5,-1.0,0.1,-2.6,3,·,·,-4,3
Cc1nnc(NC(=O)CSc2nnnn2Cc2ccccc2)s1,-0.6,5,1.0,-1.0,-0.9,0.0,-1,-0.1,-0.6,1,5
O=S1(=O)CC(N2CCN(Cc3ccccc3F)CC2)CN1Cc1cn(Cc2ccc(Cl)cc2)nn1 (stereo not given),-1.5,2,-3.3,-2.0,0.2,1.2,-4,·,·,1,2
CCOC(=O)C1=C(CN2CCc3ccccc32)NC(=O)NC1c1ccc(Cl)cc1 (stereo not given),-1.3,-8,-1.7,-4.4,-0.1,-0.4,0,0.5,-0.6,-3,-18
CCOC(=O)Cc1csc(NC(=O)c2ccc(Cl)s2)n1,-1.1,-5,-0.6,2.6,-0.5,-0.1,-1,-0.5,0.7,-2,2
C=CCNC(=O)NC(=O)Cn1c(=O)c2c(ncn2CC)n(Cc2ccccc2)c1=O,-1.6,16,0.2,0.1,-1.2,0.2,10,-0.5,2.6,2,12
CCOC(=O)C1CCN(S(=O)(=O)c2ccc3c4c(cccc24)C(=O)N3CC)CC1,-1.5,1,2.7,-1.2,0.6,-17,5,-1.4,-0.6,-5,4
CN1/C(=C\C(=O)C[n+]2cccc(C(N)=O)c2)C(C)(C)c2ccccc21,-1.0,3,0.0,0.8,-1.0,0.0,-3,0.4,3.0,-4,2
CN(C)c1nc(N2CCN(c3ccc(F)cc3)CC2)c(C#N)c(=O)o1,-1.1,0,-0.7,1.1,-0.4,-0.2,1,0.9,3.3,0,-3
CCOC(=O)N1CCN(C(=O)CSc2nnc(CNC(=O)c3ccccc3F)o2)CC1,-1.1,6,-0.8,0.4,-0.7,-0.6,7,1.7,-2.2,-6,0
